HTR2A ag – activates the mouse 5-HT2A serotonin receptor. P35363. CHO-K1 mHTR2A beta-arrestin complementation, luminescence; percent of 30 µM serotonin response. activation, % at 7.6 µM. 360,000 compounds, 0.66% hits. AID 624169;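 active = activation above a run cutoff, the mean activation of all tested compounds plus 3 SD, cut at about 14% in these data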;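 note: 0% = plate median of compound wells and 100% = 30 µM serotonin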
Target sequence (P35363 whole entry, looked up): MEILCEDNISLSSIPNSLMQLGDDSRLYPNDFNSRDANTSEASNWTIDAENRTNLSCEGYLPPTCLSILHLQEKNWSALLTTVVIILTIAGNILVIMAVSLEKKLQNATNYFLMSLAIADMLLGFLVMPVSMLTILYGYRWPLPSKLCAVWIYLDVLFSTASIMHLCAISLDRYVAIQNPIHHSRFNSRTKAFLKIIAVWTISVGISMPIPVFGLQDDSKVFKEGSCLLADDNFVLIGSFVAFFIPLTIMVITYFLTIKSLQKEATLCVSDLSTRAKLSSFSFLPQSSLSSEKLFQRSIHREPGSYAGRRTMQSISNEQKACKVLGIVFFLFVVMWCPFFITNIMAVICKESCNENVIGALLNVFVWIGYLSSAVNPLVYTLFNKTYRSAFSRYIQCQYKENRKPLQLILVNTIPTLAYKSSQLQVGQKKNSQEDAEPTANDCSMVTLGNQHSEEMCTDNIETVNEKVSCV
SRC2 inh – human SRC2 (NCOA2) inhibition; inhibition, % at 9 µM; HEK293 GAL4-SRC2 luciferase reporter, luminescence; 370,000 compounds, 0.17% hits; Q15596;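 active = inhibition above the mean inhibition of all tested compounds plus 3 SD, set per campaign, cut at about 52% in these data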;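 note: 0% = DMSO treated cells and 100% = cells given Gossypol at 36 µM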
H9c2 protect – protects H9c2 cardiomyocytes from peroxide injury | H2O2 injury protection, ATPLite, 2 h | protection from H2O2 cell death, % at 20 µM | 360,000 compounds, 0.63% hits | AID 588492;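 active = compounds giving at least 50% protection of heart cells from peroxide-induced death in the single-dose screen, raw or plate-pattern-corrected value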;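 note: 0% = DMSO wells with peroxide and 100% = DMSO wells without peroxide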
ABHD5 PLIN5 PPI – ABHD5-PLIN5 protein interaction inhibition; Q00G26+Q8WTS1; Split G. princeps luciferase complementation, luminescence, 4 h; inhibition, % at 4 µM; 360,000 compounds, 0.78% hits; AID 602281;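 active = inhibition above the mean inhibition across every tested compound plus 3 SD, cut at about 22% in these data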;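 note: 0% = DMSO only wells and the 100% control is not disclosed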
NOD2 RIPK2 PPI – blocks binding of human NOD2 to RIPK2; inhibition, % at 4.98 µM; O43353; 360,000 compounds, 0.38% hits; CHO BLA complementation NOD2-RIPK2, CCF4 ratio; in the data active = inhibition above about 21%;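 note: 0% = vehicle only and 100% = reference blocker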
Target sequence (O43353 whole entry, looked up): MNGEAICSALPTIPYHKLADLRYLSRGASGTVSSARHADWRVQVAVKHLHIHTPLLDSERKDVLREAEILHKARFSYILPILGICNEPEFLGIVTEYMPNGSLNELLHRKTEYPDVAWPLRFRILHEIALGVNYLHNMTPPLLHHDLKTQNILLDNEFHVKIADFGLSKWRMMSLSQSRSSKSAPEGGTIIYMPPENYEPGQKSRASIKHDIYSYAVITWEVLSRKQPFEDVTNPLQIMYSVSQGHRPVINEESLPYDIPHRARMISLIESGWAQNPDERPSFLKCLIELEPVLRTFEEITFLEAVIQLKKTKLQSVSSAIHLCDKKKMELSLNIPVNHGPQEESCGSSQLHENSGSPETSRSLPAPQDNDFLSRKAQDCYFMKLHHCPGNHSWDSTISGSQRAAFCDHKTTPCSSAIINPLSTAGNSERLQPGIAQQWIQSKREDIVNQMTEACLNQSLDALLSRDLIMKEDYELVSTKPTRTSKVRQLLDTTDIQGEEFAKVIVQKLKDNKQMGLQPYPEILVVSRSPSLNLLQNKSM
Glyco luc inh – N-linked glycosylation inhibition; D54 ERlucT glycosylation luciferase reporter, 24 h; percent of 100 nM tunicamycin response; AID 588692; 360,000 compounds, 0.23% hits; reporter increase, % at 12.5 µM;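 active = mean luciferase reporter signal, scaled so untreated is 0 and the glycosylation-blocking control 100, at or above a set limit in every replicate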;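 note: luciferase carries N-glycosylation sites so blocking glycosylation raises the light; 0% = median of neutral control wells and 100% = median of 100 nM tunicamycin wells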
MC4R barr agon – agonists of human melanocortin 4 receptor (MC4R) beta-arrestin; 360,000 compounds, 0.98% hits; U2OS MC4R beta-arrestin complementation, luminescence; percent of melanotan II response, DMSO zero; P32245; activation, % at 8.9 µM;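 active = activation above a per-plate cutoff, the mean activation of sample wells on that plate plus 3 SD, cut at about 8% in these data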
ABCB6 inh MLPCN – human ABCB6 transporter inhibition | Q9NP58 | K562-ABCB6 porphyrin accumulation, flow cytometry, 1 h; stronger effect = lower value | fluorescence ratio to DMSO, % at 10 µM | 360,000 compounds, 0.19% hits;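 active = fluorescence ratio to DMSO below 75%, the collection mean minus 3 SD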;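 note: signal is porphyrin accumulated inside mitochondria; 100% equals median channel fluorescence of DMSO control wells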
TLR9-MyD88 inh – inhibitors of human TLR9-MyD88 binding | CHO BLA complementation TLR9-MyD88, CCF4 FRET ratio | AID 504734 | 340,000 compounds, 0.21% hits | inhibition, % at 4.98 µM | Q9NR96+Q99836;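 active = inhibition above the mean over all tested compounds plus 3 SD, cut at about 21% in these data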;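 note: 0% = DMSO only wells and 100% = clavulanate BLA inhibitor control wells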
MC4R antagonist – antagonists of human melanocortin 4 receptor (MC4R) | MC4R-expressing cells, MTII-stimulated cAMP, LANCE TR-FRET | inhibition, % at 6.5 µM | 360,000 compounds, 0.48% hits | AID 540295;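 active = inhibition above its plate's cutoff, the mean of tested wells on that plate plus 3 SD, cut at about 29% in these data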;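 note: 0% = Melanotan II alone and 100% = Melanotan II plus saturating MCL0020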
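Test system: U2OS cells stably expressing human melanocortin 4 receptor (MC4R); also added: Melanotan II challenge; compound: 6.5 µM single dose; timing: 30-min compound preincubation, 1-h Melanotan II challenge, 1-h detection, room temperature; signal: Eu-cAMP/anti-cAMP TR-FRET, emission 671 nm; repeats: one well per compound, no replicates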
An asterisk follows results filed as active; . = not tested or not shown. An excerpt; rates above refer to the full screens.

SMILES	HTR2A ag	SRC2 inh	H9c2 protect	ABHD5 PLIN5 PPI	NOD2 RIPK2 PPI	Glyco luc inh	MC4R barr agon	ABCB6 inh MLPCN	TLR9-MyD88 inh	MC4R antagonist
CSCCC(NC(=O)c1cccc([N+](=O)[O-])c1)C(=O)OCC(=O)N1CCCC1=O (configuration not stated)	5	-13	-6	-4	-9	2	-0.1	93	2	16
CSc1cnc2c(=O)[nH]c(=O)n(C)c2n1	1	-18	12	10	9	1	1.2	98	0	-7
COCCCNC(=O)C1CC(=O)N(CCc2ccc(F)cc2)C1 (configuration not stated)	-4	-9	3	-5	-9	4	-0.8	98	-10	19
CC(C)(C)CNC(=O)c1ccc2c(c1)S(=O)(=O)c1cc(Cl)ccc1C2=O	-1	2	8	-4	1	0	-0.2	86	1	6
COc1ccc(C(NC(=O)C2CCN(CCOc3ccc(Cl)cc3)CC2)c2cccs2)cc1 (configuration not stated)	2	-14	-4	2	-3	-2	1.0	87	.	1
Cc1cc(Nc2ccccc2)nc(N2CCN(C(=O)c3ccc4c(c3)OCO4)CC2)n1	3	-8	5	-2	-5	-1	-2.0	97	5	-3
COc1ccc(NC(=O)Nc2ccc(F)cc2)c(C)c1	1	2	1	1	5	1	-0.8	101	-2	5
O=C(NCc1ccco1)c1ccc(Oc2ccccc2)cc1	-7	-38	0	3	3	-4	-2.4	98	-4	-8
Cc1ccc(CC(CC(=O)Nc2cccc(C(F)(F)F)c2)C(=O)O)cc1 (configuration not stated)	6	-23	2	-1	1	0	1.4	101	3	11
CCCCn1nc(C(=O)Nc2nc3c(s2)CCCC3)c2ccccc2c1=O	5	3	1	0	-2	0	-0.8	100	10	5
O=C(c1cccc(Br)c1)N1CCN(S(=O)(=O)N2CCCCC2)CC1	-10	4	4	7	-5	2	0.7	100	4	1
COc1ccc(-c2ncncc2-c2csc(C)n2)c(O)c1OC	-1	8	1	1	-3	2	-2.6	108	-3	-3
COc1ccc(C2/C(=C(/O)c3ccc(C)cc3)C(=O)C(=O)N2c2ccccn2)cc1 (configuration not stated)	6	-30	-3	1	-14	6	0.4	98	-6	-1
CC(C)OCCCNC(=O)C(NC(=O)c1ccc(Cl)cc1)C(C)C (configuration not stated)	4	-1	-4	2	5	0	-1.2	97	2	14
CCc1cc(C(=O)OC)c(NC(=O)CC2NCCNC2=O)s1 (configuration not stated)	2	1	7	1	-5	3	-1.6	101	-11	1
CS/C(Nc1cc(Cl)ccc1Cl)=C(/C#N)C(=O)c1ccco1	5	-51	-21	-5	8	-5	-0.7	96	-5	14
C/C(=N/NC(=O)C1CCCN1C(=O)c1ccc([N+](=O)[O-])cc1)c1ccc(Br)cc1 (configuration not stated)	-5	-17	-6	5	0	2	1.2	97	3	11
COc1cccc(N2CC(C)Cn3c2nc2c3c(=O)n(CCN3CCOCC3)c(=O)n2C)c1 (configuration not stated)	-4	-3	5	3	-8	7	0.5	104	0	8
COCCN(C(=O)c1csnn1)C(C(=O)NC1CCCCC1)c1ccccc1 (configuration not stated)	0	-30	1	7	-2	3	-0.2	99	0	3
CC(C)N(CCCNC(=O)C1CCN(C(=O)c2cc3sccc3n2C)CC1)Cc1ccccc1	4	-15	5	6	2	-2	-1.3	97	2	-2
Cc1ccc(CNC(=O)c2ccc(N3CCCC3=O)cc2)cc1	1	-7	1	0	9	-1	-1.4	103	10	-3
CCc1ccc(-c2nc(CN3CCCC(C(=O)O)C3)c(C)o2)cc1 (configuration not stated)	4	-6	12	4	-3	1	2.3	102	-1	-2
COc1ccccc1OCC(=O)Nc1cc(Cl)ccc1N1CCCCC1	-7	-27	-13	-2	-2	-5	0.0	102	0	6
COc1ccc(NC(=O)Cn2c(=O)n(-c3ccccc3)c(=O)c3sccc32)c(OC)c1	4	11	-1	3	3	2	0.1	95	-4	5

Reprinted at random: 6 records from the list.
SMILES	HTR2A ag	SRC2 inh	H9c2 protect	ABHD5 PLIN5 PPI	NOD2 RIPK2 PPI	Glyco luc inh	MC4R barr agon	ABCB6 inh MLPCN	TLR9-MyD88 inh	MC4R antagonist
COc1ccc(NC(=O)Nc2ccc(F)cc2)c(C)c1	1	2	1	1	5	1	-0.8	101	-2	5
Cc1cc(Nc2ccccc2)nc(N2CCN(C(=O)c3ccc4c(c3)OCO4)CC2)n1	3	-8	5	-2	-5	-1	-2.0	97	5	-3
CSc1cnc2c(=O)[nH]c(=O)n(C)c2n1	1	-18	12	10	9	1	1.2	98	0	-7
O=C(NCc1ccco1)c1ccc(Oc2ccccc2)cc1	-7	-38	0	3	3	-4	-2.4	98	-4	-8
CCc1ccc(-c2nc(CN3CCCC(C(=O)O)C3)c(C)o2)cc1 (configuration not stated)	4	-6	12	4	-3	1	2.3	102	-1	-2
O=C(c1cccc(Br)c1)N1CCN(S(=O)(=O)N2CCCCC2)CC1	-10	4	4	7	-5	2	0.7	100	4	1

Other entries.
SMILES	HTR2A ag	SRC2 inh	H9c2 protect	ABHD5 PLIN5 PPI	NOD2 RIPK2 PPI	Glyco luc inh	MC4R barr agon	ABCB6 inh MLPCN	TLR9-MyD88 inh	MC4R antagonist
COc1ccccc1C(=O)c1c(C)c(CCC#N)n2ccccc12	2	-19	6	-2	-12	1	-1.6	98	2	-3
O=C(CCC(=O)c1ccc(Oc2ccccc2)cc1)Nc1ccc(C(=O)O)cc1	4	0	2	6	-7	0	-1.5	100	0	-2
CCOc1nc(C)ccc1-c1noc(-c2cccnc2)n1	0	1	5	4	-3	-1	0.2	101	-2	12
CCn1c(N2CCN(C(=S)NCCc3ccccc3)CC2)nc2ccccc21	-1	-1	4	-1	-3	-2	-0.1	88	3	1
CCOC(=O)Nc1ccc(NC(=O)c2c(OC)cccc2OC)cc1	4	5	3	-3	-4	2	-1.3	100	2	-2
CC(C)c1ccc(NC(=O)C(c2ccccc2)N2CCN(C=O)CC2)cc1 (configuration not stated)	-2	2	-7	3	1	4	-0.2	97	0	9
CCN(CC)S(=O)(=O)c1cc(NS(=O)(=O)c2cccc(C(=O)O)c2)ccc1C	1	11	2	2	1	2	-0.5	98	-5	2
CC1(C)CC(N=C2C([N+](=O)[O-])=CC=C3C2=NC2(CCCCC2)N3O)CC(C)(C)N1	-6	-21	-7	1	-9	1	-2.2	108	4	-8
Cc1nn(C)c(C)c1CNC(=O)/C=C/c1ccccc1F	4	-3	2	0	-2	1	2.1	100	-9	6
O=C(COC(=O)C1CCN(C(=O)Nc2ccccc2)CC1)NCC(F)(F)F	3	3	6	-3	-9	2	-1.1	102	-5	-4
COC(=O)Cc1ccc(NC(=S)NCCSc2ccc(Cl)cc2)cc1	-7	11	-3	0	13	1	5.0	100	-2	19
CCC1(C)Cc2c(sc3nc(SC)nc(NCCN(C)C)c23)CO1 (configuration not stated)	-3	-19	6	3	-14	2	-0.4	98	-2	4
O=C(NCC(F)(F)F)c1ccc(S(=O)(=O)Nc2ccccc2N2CCCC2)cc1	-1	-6	-1	-7	-4	-1	1.4	109	-3	9
Cc1nc(-c2ccccc2)sc1C(=O)CSc1ccc(Br)cc1	4	-39	-10	6	-1	1	1.1	96	14	2
O=C(CNC(=S)NC(=O)c1ccccc1)c1ccccc1	4	-26	0	-12	6	3	-0.6	96	1	6
O=C(COc1ccccc1)NC1CCCc2ccccc21 (configuration not stated)	-1	15	-2	-3	5	0	0.5	101	-14	12
O=C(Cn1nnc2ccccc21)c1cccc([N+](=O)[O-])c1	-2	1	2	-4	-1	5	-0.4	97	-5	2
CCOc1ccc(CCNC(=O)COc2cccc(-n3cnnn3)c2)cc1OCC	4	-22	1	-5	-15	0	1.0	97	-6	15
C[C@H](NC(=O)[C@@H]1CCCN1C(=O)[C@@H]1CCCN1C(=O)c1ccccc1)c1ccccc1	4	-8	.	2	-1	.	.	97	.	.
O=S(=O)(Nc1ccc2c(c1)OCO2)c1ccc(F)c(F)c1	-2	20	-7	1	-1	0	0.4	99	2	12
CS(=O)(=O)c1ccc(Cl)c(NC(=O)C2CCCCN2S(=O)(=O)c2ccccc2)c1 (configuration not stated)	-9	8	1	-23	-5	-3	-2.0	86	0	-5
Cc1cc(C)cc(NC(=O)CSc2ccc(-c3cccs3)nn2)c1	2	4	1	5	-5	0	1.0	97	-6	-3
NC(=O)CSCc1c(Cl)cccc1Cl	-2	-6	14	-4	6	2	-1.5	98	8	-5
O=C(CCC1CCCCC1)Nc1ccccc1-c1ccccc1	-4	-4	-11	-3	3	-1	2.7	106	-5	12
COc1ccc2cc3cc(C(=O)NCc4ccccn4)oc3nc2c1	1	-35	-4	3	5	2	-1.3	96	6	10
COc1ccc(NC(=O)Nc2nnc(Cc3ccc(OC)c(OC)c3)s2)cc1	-7	36	-2	-3	4	-1	-0.3	88	-2	1
CCc1ccc(OCC(=O)Nc2cc(S(=O)(=O)CC)ccc2O)cc1	-5	-24	-3	-4	3	0	-2.2	98	10	13
COc1ccc(-c2cnnc(N/N=C/c3ccc(OC)c(OC)c3)n2)cc1	5	-3	23	8	-6	0	13*	96	-17	-5
Cc1ccc(O)c(NC(=O)CN(C)S(=O)(=O)c2ccc(Cl)cc2)c1	-5	-2	-2	1	2	4	-0.1	99	1	9
Cc1ccc(S(=O)(=O)N(C)C)cc1NC(=O)Nc1ccccc1F	9	-10	2	-2	-7	1	-1.3	98	.	4
O=C1CCCN1CCCNC(=S)Nc1ccc(Br)cc1Cl	-1	-8	0	-5	-4	2	-0.7	103	1	17
Cc1cc2c(cc1C)C(c1cccc([N+](=O)[O-])c1)CC(=O)N2 (configuration not stated)	2	-6	-11	6	-15	1	2.1	97	6	24
COc1ccc(OC)c(CN2CCC(N3CCC(C(=O)NC4CC4)CC3)CC2)c1	0	-14	2	-1	-22	1	0.5	106	-16	10

Source: PubChem BioAssay
